# IL-1B inflam inh – qHTS for Inhibitors of Inflammasome Signaling: IL-1-beta AlphaLISA Primary Screen. THP-1 LPS/ATP IL-1B secretion, AlphaLISA, 16 h; active compounds read low. AID 743279, 2014. hit rate 4.7% among 360,000. activity change, % at 57.5 µM; in the data active means activity change below about -50%; inconclusive means mostly about -30% to -49%; further: on the % scale 0 is the no-effect control and ±100 the full control effect
#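 THP-1 cells pretreated 1 hr with compounds (up to 57.5 uM final), then stimulated with LPS (250 ng/mL final) plus ATP (1.25 mM final); secreted IL-1B measured by AlphaLISA after 16 hr, decreased signal indicating inhibition.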
# KB-3-1 cytotox – qHTS assay for MDR1-selective chemotherapeutics: Primary screen using the parental adenocarcinoma cell KB-3-1; KB-3-1 viability, CellTiter-Glo ATP luminescence, 72 h; Potency, µM (doses to about 46.1 µM), without a hit: at the top dose activity change, negative = cytotoxic, hits mostly cytotoxic; hit rate 1.4% among 400,000; AID 1347075, 2019; further: potency means the concentration at half of the fitted maximal effect; on the % scale 0 is the no-effect control and ±100 the full control effect; nearly all actives have a fitted effect of over 60% in size
#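 Multi-concentration cytotoxicity screen in KB-3-1 cells grown in DMEM lacking phenol red with 10% FBS. After 72 h at 37 °C with compound, ATP-dependent luminescence was recorded.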
# D3 antag – qHTS of D3 Dopamine Receptor Antagonist: qHTS; D(3) dopamine receptor (Homo sapiens), P35462; D3R cells, DiscoveRx beta-arrestin luminescence, antagonist mode; active compounds read low; max response, negative = inhibition, %; hit rate 2.5% among 360,000; AID 652054, 2013; in the data active means max response below about -50%; inconclusive means no clear call, values can overlap the other calls; further: on the % scale 0 is the no-effect control and ±100 the full control effect; mostly tested at two doses, the higher about 12 µM
# Target sequence (P35462 whole entry, looked up): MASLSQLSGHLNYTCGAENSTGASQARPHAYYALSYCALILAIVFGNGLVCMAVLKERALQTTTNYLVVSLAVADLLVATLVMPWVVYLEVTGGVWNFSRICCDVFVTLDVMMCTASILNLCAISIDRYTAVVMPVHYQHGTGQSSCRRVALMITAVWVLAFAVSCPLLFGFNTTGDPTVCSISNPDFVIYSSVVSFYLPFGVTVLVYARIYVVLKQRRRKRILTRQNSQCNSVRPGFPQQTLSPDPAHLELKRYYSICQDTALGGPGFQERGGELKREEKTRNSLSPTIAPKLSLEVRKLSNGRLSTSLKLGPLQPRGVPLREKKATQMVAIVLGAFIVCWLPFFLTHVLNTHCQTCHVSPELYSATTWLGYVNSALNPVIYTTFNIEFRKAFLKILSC
#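 Cells expressing the human receptor were seeded at 1500 cells/well, incubated overnight at 37 degrees C in 5% CO2, then exposed to library compounds with dopamine controls for 90 minutes at 37 degrees C before luminescent detection.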
# HT1080 IDH1KD tx – qHTS for induction of synthetic lethality in tumor cells producing 2HG: qHTS for the HT-1080-IDH1KD cell line; hit rate 2% among 360,000; HT-1080 IDH1 knockdown viability, ATP luminescence, 48 h; Potency, µM (titrated, usually from 46.1 µM), for inactives: top-dose activity, negative = toxicity, hits mostly cytotoxic;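 further: potency means the concentration at half of the fitted maximal effect; 0% = DMSO wells and -100% = cell-free medium wells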
#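 Using the IDH1-knockdown HT-1080 line run in the same batch and compound series as the NT line, viability after 48 h at 37 °C was determined by CellTiter-Glo luminescence and expressed as % activity.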
# KB-V1 cytotox – qHTS assay for MDR1-selective chemotherapeutics: Primary screen using the drug-selected MDR subline cells KB-V1; hit rate 3.4% among 400,000; Potency, µM (titrated, usually from 46.1 µM), for the others: at the highest dose activity change, negative = cytotoxicity, most hits filed as cytotoxic; KB-V1 MDR cells viability, CellTiter-Glo, 72 h; further: potency means the concentration at half of the fitted maximal effect; on the % scale 0 is the no-effect control and ±100 the full control effect; nearly all actives have a fitted effect of over 60% in size
#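 Cells of the MDR subline KB-V1 are plated, dosed with compound at multiple concentrations, and incubated 72 h at 37 degrees C; CellTiter-Glo is then added and luminescence read after 10 min.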
# SW480 rerep – A quantitative high throughput screen for small molecules that induce DNA re-replication in SW480 colon adenocarcinoma cells; SW480 DNA re-replication, Hoechst DNA content imaging, 48 h; Potency, µM (doses to about 46.1 µM), inactives show top-dose re-replication activation, usual class: activators; hit rate 1.8% among 340,000; AID 624297, 2012; further: potency means the concentration at half of the fitted maximal effect; % of control where 0% means no effect; nearly all actives have a fitted effect of over 55% in size
#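 Per well, 250 cells were exposed to pinned compound for 48 hr. Nuclear DNA was visualised with Hoechst (40 min, 37 C) and total object intensity recorded by fluorescence scanning.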
# HT1080NT lethal – qHTS for induction of synthetic lethality in tumor cells producing 2HG: qHTS for the HT-1080-NT fibrosarcoma cell line; hit rate 1.6% among 360,000; Potency, µM (top dose mostly 46.1 µM), without a hit: at the highest dose activity, negative = less viability, hits mostly cytotoxic; HT-1080-NT fibrosarcoma viability, CellTiter-Glo ATP luminescence, 48 h; AID 686970, 2013;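 further: NT is the 2HG producing partner of a matched IDH1 knockdown line; potency means the concentration at half of the fitted maximal effect; 0% = DMSO-treated cells and -100% = media-only wells without cells; nearly all actives have a fitted effect of over 55% in size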
#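 Luminescent CellTiter-Glo readout after 48 hours of compound exposure at 37 degrees C defined viability of HT-1080-NT cells. Activity was normalized to DMSO wells and cell-free media wells; concentration-response curves were fitted and assigned curve classes.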
# GLP-1R agonist – qHTS of GLP-1 Receptor Agonists. hit rate 0.007% among 380,000. Potency, µM (highest dose often 45.6 µM), for the others: at the highest dose activation, usual class: activators. HEK293 GLP-1R CRE-luciferase, luminescence, 4-6 h; cells express a hypersensitive GLP-1R form. AID 624172, 2012; further: potency means the concentration at half of the fitted maximal effect; % of control where 0% means no effect
# Target sequence (P43220 whole entry, looked up): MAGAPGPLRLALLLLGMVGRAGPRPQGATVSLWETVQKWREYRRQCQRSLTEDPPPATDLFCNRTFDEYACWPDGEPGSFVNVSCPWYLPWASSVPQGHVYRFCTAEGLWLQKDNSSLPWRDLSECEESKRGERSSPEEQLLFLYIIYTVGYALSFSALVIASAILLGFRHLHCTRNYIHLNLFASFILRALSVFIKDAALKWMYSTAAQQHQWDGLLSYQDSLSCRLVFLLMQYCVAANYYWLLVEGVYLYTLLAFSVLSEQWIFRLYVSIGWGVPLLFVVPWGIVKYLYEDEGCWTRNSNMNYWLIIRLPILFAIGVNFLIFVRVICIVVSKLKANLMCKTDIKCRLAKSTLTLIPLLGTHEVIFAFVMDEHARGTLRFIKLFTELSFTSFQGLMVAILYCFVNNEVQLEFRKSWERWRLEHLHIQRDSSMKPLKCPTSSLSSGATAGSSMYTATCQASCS
# D3 ag – qHTS of D3 Dopamine Receptor Agonist: qHTS | D3R DiscoveRx beta-arrestin cells, luminescence, 90 min | max activation, % | hit rate 0.58% among 410,000 | AID 652048, 2013; in the data active means max activation above about 30%; further: 0% is about no effect; mostly tested at two doses, the higher about 12 µM
#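 Agonist mode: compounds and dopamine controls were applied to plated cells for 90 min at 37 degrees C after an overnight attachment at 1500 cells/well. Luminescent read-out followed 30 - 60 minutes at room temperature with DiscoveRx detection reagent.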
# Active calls of the source: *; ? = inconclusive; · = no result given; [ ] = another dose, or the depositor's remark. Unless noted, the call rests on the fitted dose curve; in most records, active means well fitted curve in the direction sought with a large enough effect; inconclusive means small, poorly fitted or top-dose-only effect, or another doubt; inactive means no such curve, though single readings can be large; an effect the other way counts as inactive or inconclusive.
# Preview (3 entries):
SMILES,IL-1B inflam inh,KB-3-1 cytotox,D3 antag,HT1080 IDH1KD tx,KB-V1 cytotox,SW480 rerep,HT1080NT lethal,GLP-1R agonist,D3 ag
Cc1cc(C)c2nc(SCC(=O)Nc3cc(C)on3)c(C#N)cc2c1,0,3%,?,10%,-27%,?,-2%,7%,-5
CC(=O)Nc1ccc2nc(NC(=O)COc3cccc(C)c3)sc2c1,-17,12%,-7,13%,-17%,0%,8%,-7%,-11
CC(C)OCCCNc1ncc2c(n1)CC(c1ccc(N(C)C)cc1)CC2=O (stereo not drawn),0,-1%,?,-3%,-5%,-1%,-1%,3%,1

# The list itself, previewed entries included:
SMILES,IL-1B inflam inh,KB-3-1 cytotox,D3 antag,HT1080 IDH1KD tx,KB-V1 cytotox,SW480 rerep,HT1080NT lethal,GLP-1R agonist,D3 ag
Cc1cc(C)c2nc(SCC(=O)Nc3cc(C)on3)c(C#N)cc2c1,0,3%,?,10%,-27%,?,-2%,7%,-5
CC(=O)Nc1ccc2nc(NC(=O)COc3cccc(C)c3)sc2c1,-17,12%,-7,13%,-17%,0%,8%,-7%,-11
CC(C)OCCCNc1ncc2c(n1)CC(c1ccc(N(C)C)cc1)CC2=O (stereo not drawn),0,-1%,?,-3%,-5%,-1%,-1%,3%,1
CNC(=O)c1nnc(Cc2ccc(F)cc2)o1,4,0%,18,8%,14%,-16%,6%,2%,3
COc1ccc(N2C(=O)CC(N3CCN(S(=O)(=O)c4ccc(Cl)cc4)CC3)C2=O)cc1 (stereo not drawn),5,14%,-15,-2%,-4%,-69%[inhibitor],7%,3%,0
CCN1CCN(c2ccc(S(=O)(=O)N3CCCCC3)cc2NC(=O)Cc2c(F)cccc2Cl)CC1,-63*,-13%,-5,6%,-28%,2%,1%,-6%,-2
COc1cccc(C(=O)N2CCN(C3CCC(c4ccccc4)CC3)CC2)c1 (stereo not drawn),6,-11%,?,-9%,8%,2%,-4%,-1%,-17
O=C(CN1CCN(c2ccccc2O)CC1)NCCCc1ccccc1,-2,-5%,-10,7%,-17%,-2%,-2%,8%,-16
O=C(COC(=O)c1ccc(NS(=O)(=O)c2cccs2)cc1)Nc1nc2c(F)c(F)c(F)cc2s1,12,-7%,-3,-19%,3%,-9%,-3%,0%,6
COC(=O)Cn1cc(/C=N/NC(=O)COc2cccc3cccnc23)c2ccccc21,0,31%,11,?,-2%,·,21%,-1%,4
COc1ccc(CCNC(=O)CCC(=O)N2CCN(S(=O)(=O)c3ccc(Cl)cc3)CC2)cc1OC,0,-4%,4,-2%,54%,-8%,-1%,2%,1
Cc1cccc(NC(=O)COC(=O)CSc2ccccc2)c1C,25,1%,9,10%,?,4%,9%,-1%,-2
CC(NC(=O)Cn1nc(C(F)(F)F)c2c1CCC2)c1ccccc1 (stereo not drawn),6,-3%,-1,5%,-14%,1%,2%,-1%,-7
O=S(=O)(O)c1ccc(SCc2ccccc2)nc1,21,6%,-20,0%,1%,-13%,6%,-2%,2
Cc1cc(N2CCCCC2)nc2ccc(NC(=O)c3ccc(F)cc3)cc12,·,-20%,·,·,0%,·,·,1%,-14
CCCc1cc(C(=O)OC)c(NC(=O)OCC)s1,-5,-6%,-8,-4%,14%,1%,20%,18%,-13
COC(=O)CCC/C=C1/SCC(NC(=O)c2ccccc2)C1O (stereo not drawn),-6,3%,-8,3%,13%,-9%,11%,0%,4
CN(C)S(=O)(=O)c1cccc(COc2cccnc2[N+](=O)[O-])c1,44,?,9,7%,?,-7%,16%,15%,-11
COc1ccnc(N=CNOCc2cccc(Cl)c2Cl)c1C#N,0,2%,0,-1%,-2%,-2%,6%,8%,1
CCN(CC(=O)NCc1cccs1)C(=O)c1ccc(S(=O)(=O)N(C)c2ccccc2)cc1,-4,-3%,-6,7%,-3%,11%,-2%,1%,-5
CC1CCCN(S(=O)(=O)c2ccc(C(=O)Nc3ccccc3-c3nc4ccccc4[nH]3)cc2)C1 (stereo not drawn),20,-7%,13,9%,-24%,-2%,10%,2%,0
O=C(NCc1ccc(Cl)nc1)c1csc([C@@H]2O[C@H](CO)[C@H](O)[C@H](O)[C@H]2O)n1,7,9%,16,18%,-2%,·,21%,5%,2
COc1cccc(NC=C2C(=O)OC(C)(C)OC2=O)c1,10,-3%,28,?,21%,15%,-12%,-2%,4
CCOC(=O)c1cc2c(nc1NC(=S)NCc1ccccc1)CCCC2,30,13%,-7,1%,0%,-2%,-1%,14%,-1
CCOC(=O)C1(C)CCCN1C(=O)c1ccc2ccccc2c1 (stereo not drawn),2,0%,19,8%,2%,·,8%,6%,6
SMILES,IL-1B inflam inh,KB-3-1 cytotox,D3 antag,HT1080 IDH1KD tx,KB-V1 cytotox,SW480 rerep,HT1080NT lethal,GLP-1R agonist,D3 ag
CC(=O)c1sc(C(C)(C)C)cc1NC(=O)c1ccccc1C(=O)O,·,-1%,0,2%,-10%,-33%[inhibitor],4%,2%,-1
COC(=O)CC1SC(=O)NC1=Nc1ccc(C)cc1 (stereo not drawn),19,-7%,-4,6%,-5%,2%,14%,7%,-25
c1ccc(Oc2ncnc3sccc23)cc1,-9,-3%,0,-7%,2%,-2%,-3%,?,10
Cc1[nH]c(=O)[nH]c1C(=O)CCCCC(=O)OCC(=O)Nc1ccccn1,-114*,1%,0,15%,0%,-8%,5%,11%,-5
Cc1cc(-c2ccc(C)c(S(=O)(=O)Nc3cccc(CN4CCCC4)c3)c2)on1,10,-11%,-14,-2%,-1%,-2%,-13%,4%,-8
Nc1cccc([N+](=O)[O-])c1,-17,-4%,-11,-3%,?,-15%,6%,11%,1
CCN(CC(=O)NCc1cccs1)C(=O)c1cc(S(=O)(=O)N2CCCCC2)ccc1Cl,-2,-11%,-9,-3%,-22%,?,3%,4%,-18
CCCCn1c(O)c(N=Nc2ccccc2O)c2ccccc21,-2,-14%,?,-8%,-7%,?,-14%,2%,-16
Cn1c(CNc2cccc(Cl)c2)nnc1SCC#N,34,1%,10,-6%,-9%,0%,-7%,0%,1
N#Cc1ccc(-c2ccc(F)cc2)nc1Sc1ccc(F)cc1,-4,12%,10,0%,-1%,?,0%,-9%,8
O=C(N/N=C/c1cc(Cl)cc(Cl)c1O)c1ccncc1,10,?,18,3.7µM*,?,?,?,14%,6
COc1ccc(C(=O)Nc2cc(Cl)ccc2OC(=O)c2ccc(OC)cc2)cc1,-7,-13%,6,-9%,-21%,?,0%,1%,2
COc1ccc(-c2nc(C)c(CCNC(=O)C(=O)Nc3cc(C)cc(C)c3)s2)cc1OC,·,?,·,·,?,·,·,-2%,6

# Of the compounds above, these contain a nitro group on carbon:
SMILES,IL-1B inflam inh,KB-3-1 cytotox,D3 antag,HT1080 IDH1KD tx,KB-V1 cytotox,SW480 rerep,HT1080NT lethal,GLP-1R agonist,D3 ag
CN(C)S(=O)(=O)c1cccc(COc2cccnc2[N+](=O)[O-])c1,44,?,9,7%,?,-7%,16%,15%,-11
Nc1cccc([N+](=O)[O-])c1,-17,-4%,-11,-3%,?,-15%,6%,11%,1

# Single records, as listed above. Values in the order: IL-1B inflam inh, KB-3-1 cytotox, D3 antag, HT1080 IDH1KD tx, KB-V1 cytotox, SW480 rerep, HT1080NT lethal, GLP-1R agonist, D3 ag
# Listed for Nc1cccc([N+](=O)[O-])c1 = -17, -4%, -11, -3%, ?, -15%, 6%, 11%, 1
# Listed for Cn1c(CNc2cccc(Cl)c2)nnc1SCC#N = 34, 1%, 10, -6%, -9%, 0%, -7%, 0%, 1
# Listed for c1ccc(Oc2ncnc3sccc23)cc1 = -9, -3%, 0, -7%, 2%, -2%, -3%, ?, 10
# Listed for COc1ccc(C(=O)Nc2cc(Cl)ccc2OC(=O)c2ccc(OC)cc2)cc1 = -7, -13%, 6, -9%, -21%, ?, 0%, 1%, 2
# Listed for COc1ccc(-c2nc(C)c(CCNC(=O)C(=O)Nc3cc(C)cc(C)c3)s2)cc1OC = ·, ?, ·, ·, ?, ·, ·, -2%, 6
